FLuc counter – qHTS profiling assay for firefly luciferase inhibitor/activator using purifed enzyme and Km concentrations of substrates (counterscreen for miR-21 project); purified FLuc, Km substrates, luminescence inhibition; hit rate 6.9% among 360,000; Luciferin 4-monooxygenase (Photinus pyralis), P08659; Potency, µM (titrated, usually from 57.5 µM), without a hit: top-dose activity change, negative = inhibition, most hits filed as inhibitors;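 further: potency means the concentration at half of the fitted maximal effect; plate controls were vehicle for no effect and reference inhibitor for full effect; nearly all actives have a fitted effect of over 55% in size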
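Purified P. pyralis luciferase, 10 nM final, with Km-level 10 uM D-luciferin and 10 uM ATP in 50 mM Tris acetate pH 7.5, 10 mM Mg acetate, 0.01% Tween-20, 0.05% BSA; 6-point qHTS titration about 60 µM downward; luminescence read.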
NPC1 prom act – qHTS Assay for NPC1 Promoter Activators | Huh7 NPC1 promoter luciferase reporter, 24 h | Potency, µM (series often up to 9.22 µM), for inactives: at the top dose activation, usual class: activators | hit rate 2.4% among 320,000 | AID 485313, 2010;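 further: potency means the concentration at half of the fitted maximal effect; % of control where 0% means no effect; nearly all actives have a fitted effect of over 60% in size; reporter is driven by a mutant NPC1 promoter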
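Compounds in DMSO were transferred onto Huh7 NPC1-luciferase reporter cells pre-incubated 2 h; after 24 h at 37 °C, Amplite reagent was dispensed and luminescence recorded 10 min later.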
Menin MLL FP TR – qHTS Assay for Inhibitors Targeting the Menin-MLL Interaction in MLL Related Leukemias: Competition With Texas Red Labeled MLL-derived Mutant Peptide | O00255 | Menin + Texas Red MLL mutant peptide, fluorescence polarization | Potency, µM (top dose mostly 61.6 µM), for the others: top-dose FP activity change, negative = inhibition, hits mostly inhibitors | hit rate 0.23% among 270,000 | AID 1768, 2009; active means well fitted inhibition curve with a large enough effect in the polarisation, with a control signal flat, not every such curve was filed as active; inconclusive means small, poorly fitted or top-dose-only effect, or effect the other way, or a change in a side signal; inactive means no such curve, though single readings can be large or run the other way; the % refers to the polarisation; further: potency means the concentration at half of the fitted maximal effect; % of control where 0% means no effect; many of its hits are not listed in these tables
Target sequence (O00255 whole entry, looked up): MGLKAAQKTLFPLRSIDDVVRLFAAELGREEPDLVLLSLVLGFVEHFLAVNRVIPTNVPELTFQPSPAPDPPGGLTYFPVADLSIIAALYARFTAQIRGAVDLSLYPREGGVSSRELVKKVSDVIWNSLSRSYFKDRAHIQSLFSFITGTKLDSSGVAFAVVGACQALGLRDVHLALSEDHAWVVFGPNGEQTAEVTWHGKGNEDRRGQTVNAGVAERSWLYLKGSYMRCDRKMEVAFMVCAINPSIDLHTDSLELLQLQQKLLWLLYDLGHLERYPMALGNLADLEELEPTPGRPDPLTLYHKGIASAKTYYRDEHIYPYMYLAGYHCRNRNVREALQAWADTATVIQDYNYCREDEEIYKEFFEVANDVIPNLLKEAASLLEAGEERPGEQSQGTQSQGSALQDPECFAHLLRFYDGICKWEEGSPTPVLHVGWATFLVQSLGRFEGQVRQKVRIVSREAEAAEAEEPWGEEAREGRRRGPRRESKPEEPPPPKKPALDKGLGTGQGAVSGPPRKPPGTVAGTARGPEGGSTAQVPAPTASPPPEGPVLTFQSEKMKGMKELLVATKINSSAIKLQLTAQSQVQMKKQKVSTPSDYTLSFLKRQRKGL
Giardia killer – Small Molecules that selectively kill Giardia lamblia: qHTS; activity change, % at 7.66 µM, hits read low; Giardia lamblia trophozoite viability; hit rate 0.15% among 340,000; in the data active means activity change below about -80%; inconclusive means between about -30% and that limit;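 further: parasites exposed to compound for two days anaerobically before the ATP read; on the % scale 0 is the no-effect control and ±100 the full control effect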
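Giardia trophozoites, 100 cells per well, were exposed to compounds for 48 hrs at 37 deg C under anaerobic conditions; viability was then read as ATP content by bioluminescence after 15-30 min at room temperature.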
BRCA1 expr act – qHTS Assay to Identify Small Molecule Activators of BRCA1 Expression; MCF7-BRCA1-FFLuc reporter, luminescence, 48 h; response scale: scaled: vehicle 0%, 10 µM genistein 100%; Potency, µM (highest dose often 46.1 µM), for the others: top-dose activation, most hits filed as activators; hit rate 1.1% among 380,000; further: potency means the concentration at half of the fitted maximal effect; nearly all actives have a fitted effect of over 80% in size; some results filed as inactive show a strong effect at the top dose
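Using MCF7 cells harboring a BRCA1 firefly luciferase reporter, plated 2 h before compound pinning, the screen measured luminescence after 48 h incubation. Responses were normalized to DMSO and 10 microM genistein, then fitted for concentration-effect.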
Rab9 promoter act – qHTS Assay for Rab9 Promoter Activators; AID 485297, 2010; Potency, µM (doses to about 9.22 µM), without a hit: at the highest dose activation, negative = inhibition, hits mostly activators; Huh7 Rab9 promoter-luciferase reporter, luminescence, 24 h; hit rate 2.8% among 320,000; further: potency means the concentration at half of the fitted maximal effect; % of control where 0% means no effect; nearly all actives have a fitted effect of over 60% in size
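Huh7 cells stably carrying Rab9 promoter–luciferase reporter, plated 1500 cells/well, compound added after 2 h and incubated 24 h at 37 °C; luciferase luminescence then read after 10 min with detection reagent.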
PKM2 act – qHTS Assay for Activators of Human Muscle isoform 2 Pyruvate Kinase; Pyruvate kinase PKM (Homo sapiens), P14618; purified PKM2, Kinase-Glo ATP luminescence, activation; response scale: 0% is enzyme alone, no compound; Potency, µM (titrated, usually from 57.5 µM), without a hit: top-dose activation, actives largely listed as activators; hit rate 0.34% among 260,000; AID 1631, 2009; further: potency means the concentration at half of the fitted maximal effect; on the % scale 0 is the no-effect control and ±100 the full control effect; nearly all actives have a fitted effect of over 55% in size
Target sequence (P14618 whole entry, looked up, canonical isoform): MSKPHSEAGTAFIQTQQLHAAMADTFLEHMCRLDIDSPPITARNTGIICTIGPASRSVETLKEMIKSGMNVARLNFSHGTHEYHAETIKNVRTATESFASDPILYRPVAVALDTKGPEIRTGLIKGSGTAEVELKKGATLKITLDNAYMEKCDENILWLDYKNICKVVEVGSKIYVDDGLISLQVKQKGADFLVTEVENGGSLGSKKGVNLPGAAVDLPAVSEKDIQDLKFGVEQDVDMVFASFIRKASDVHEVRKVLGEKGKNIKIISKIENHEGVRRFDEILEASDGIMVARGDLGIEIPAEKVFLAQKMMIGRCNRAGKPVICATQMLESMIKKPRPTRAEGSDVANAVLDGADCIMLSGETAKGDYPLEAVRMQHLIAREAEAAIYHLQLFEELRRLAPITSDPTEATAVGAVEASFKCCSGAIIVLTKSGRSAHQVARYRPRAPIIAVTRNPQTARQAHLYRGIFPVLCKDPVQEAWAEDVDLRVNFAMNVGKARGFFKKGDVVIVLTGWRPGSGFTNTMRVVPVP
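Purified hPK-M2 (>95% pure) converted ADP (0.1 mM final) to ATP with 0.5 mM PEP in 50 mM imidazole pH7.2, KCl, MgCl2, Tween 20, BSA; 1 h at room temperature. ATP detected by Kinase-Glo luminescence.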
Gal4-VP16 FLuc – VP16 counterscreen qHTS for inhibitors of ROR gamma transcriptional activity. hit rate 3.5% among 310,000. AID 2546, 2010. Potency, µM (highest dose often 53.6 µM), inactives show top-dose activity, negative = inhibition, usual class: inhibitors. Drosophila S2 Gal4-VP16 UAS-luciferase, luminescence, 20 h;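 further: Gal4-VP16 expression switched on by copper sulfate through the metallothionein promoter; potency means the concentration at half of the fitted maximal effect; on the % scale 0 is the no-effect control and ±100 the full control effect; nearly all actives have a fitted effect of over 50% in size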
RORgamma inh – qHTS for inhibitors of ROR gamma transcriptional activity; Potency, µM (top dose mostly 53.6 µM), without a hit: top-dose activity change, negative = inhibition, hits mostly inhibitors; hit rate 5.4% among 310,000; Drosophila S2 Gal4-RORgamma UAS-luciferase reporter, 20 h; AID 2551, 2010; Nuclear receptor ROR-gamma (Mus musculus), P51450; further: potency means the concentration at half of the fitted maximal effect; on the % scale 0 is the no-effect control and ±100 the full control effect; nearly all actives have a fitted effect of over 60% in size
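ROR gamma transcriptional activity was tracked as Gal4-UAS luciferase output in stably transfected Drosophila Schneider cells, with compound added 1 hr before 700 uM copper sulfate induction and a 20 hr ambient-temperature incubation.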
p53 reactivation – qHTS assay for re-activators of p53 using a Luc reporter | H1299 p53-A138V BP100-luciferase reporter, luminescence, 24 h | Potency, µM (top dose mostly 92.2 µM), for the others: at the top dose activity change, positive = activation, hits mostly activators | hit rate 0.063% among 320,000 | AID 504706, 2011; further: potency means the concentration at half of the fitted maximal effect; % of control where 0% means no effect; nearly all actives have a fitted effect of over 45% in size
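p53-null H1299 cells stably carrying temperature-sensitive p53-A138V and a BP100-luciferase reporter were pinned with compounds (4-point, 1:5 series) and held 24 hrs at 37 deg C. Luminescence was read 10 min after detection reagent.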
ELG1 genotoxic – qHTS screen for small molecules that induce genotoxicity in human embryonic kidney (HEK293T) cells expressing luciferase-tagged ELG1 | hit rate 1.3% among 330,000 | HEK293T ELG1-luciferase reporter, luminescence, 16 h | Potency, µM (highest dose often 46 µM), without a hit: top-dose activity change, positive = activation, usual class: activators; further: potency means the concentration at half of the fitted maximal effect; % of control where 0% means no effect; nearly all actives have a fitted effect of over 60% in size
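Reporter readout depends on ELG1 protein level, which increases with genetic stress. After 16 hr compound exposure at 37 °C, luciferase activity was quantified using ONE-Glo.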
* hit, by the source's call; u = inconclusive; x = no result given; [ ] = another dose, or the depositor's remark. Unless noted, the call rests on the fitted dose curve; in most records, active means well fitted curve in the direction sought with a large enough effect; inconclusive means small, poorly fitted or top-dose-only effect, or another doubt; inactive means no such curve, though single readings can be large; an effect the other way counts as inactive or inconclusive.

SMILES	FLuc counter	NPC1 prom act	Menin MLL FP TR	Giardia killer	BRCA1 expr act	Rab9 promoter act	PKM2 act	Gal4-VP16 FLuc	RORgamma inh	p53 reactivation	ELG1 genotoxic
COc1ccc(C2c3[nH]c4ccccc4c3CCN2Cc2ccoc2)c(F)c1 (configuration not stated)	1%	5%	2%	8	-46%	-14%	1%	6%	11%	5%	-3%
O=C(C1CCCC1)N1CCC(CC2CC(c3ccc(Cl)cc3)=NO2)(C(=O)NCC2CCCCC2)CC1 (configuration not stated)	9%	-3%	6%	-6	1%	0%	-4%	2%	9%	x	-6%
O=C(/C=C/c1ccccc1)NC(=S)NNC(=O)c1cnccn1	u	-21%	x	19	-57%	-15%	0%	-4%	-2%	13%	u
O=C(Cn1nnc(-c2ccc(S(=O)(=O)N3CCCC3)cc2)n1)NCC1CCCO1 (configuration not stated)	-4%	1%	5%	7	5%	13%	-2%	7%	4%	5%	1%
COc1ccc(/C=C/c2nnc(NC(=O)c3ccco3)s2)cc1	2.7µM*	-8%	x	7	83%	-2%	5%	9%	4%	9%	7%
O=c1c(-c2nnc(SCc3ccc(Cl)cc3Cl)o2)cccn1Cc1ccccc1	4%	1%	x	-2	-44%	0%	-1%	-8%	u	0%	-6%
Cc1ccsc1C(=O)OCC(=O)NC1CCCC1	21µM*	u	x	-2	108%	u	x	x	x	u	u
CCC1(NC(C)=O)CC2CC1CC2NC(C)=O (configuration not stated)	7%	-3%	21%	-8	1%	-2%	-2%	5%	-14%	7%	1%
COc1ccccc1CCNC(=O)CSc1nc(-c2ccco2)cc(C(F)(F)F)n1	1%	5%	2%[11.7 µM]	0	-7%	4%	-22%	-10%	3%	-3%	-3%
CCOC(=O)[C@H]1[C@H]2COc3ccc(OC)cc3[C@@H]2N2C(=O)c3ccc(C)cc3NC(=O)[C@@]12C	-4%	1%	x	-4	0%	-4%	x	x	x	-7%	1%
CC1(OC(=O)CCc2ccccc2)C(=O)C=C2C=C3CCCN3C=C2C1=O (configuration not stated)	-3%	-3%	-6%[11.7 µM]	1	1%	-2%	3%[11.5 µM]	1%	-9%	1%	3%
COc1ccc(CC(=O)Nc2ccc(F)c(Cl)c2)cc1S(=O)(=O)N1CCOCC1	0%	0%	x	-4	-1%	-6%	x	x	x	-4%	1%
CC(C)c1ccc(C2CC(=O)c3cnc(N4CCc5ccccc5C4)nc3C2)cc1 (configuration not stated)	-16%	-3%	u	21	1%	4%	1%	-5%	0%	-9%	7%
CCN(CC)CCN1C(=O)C(=O)/C(=C(/O)c2ccc(S(=O)(=O)N3CCOCC3)cc2)C1c1ccc(C(C)(C)C)cc1 (configuration not stated)	-3%	-5%	u	-8	0%	-4%	1%	-4%	-10%	7%	-3%
CCN(CC)S(=O)(=O)c1ccc(C(=O)OCC(=O)N2CCOCC2)cc1	0%	-9%	-16%	-5	0%	0%	6%	4%	2%	9%	0%
c1ccc2nc(-c3nc4ccccc4o3)ccc2c1	0.24µM*	u	u	u	-38%	3.2µM*	-82%	10µM*	-3%	8%	u
Cc1ccc(-c2nc(CS(=O)(=O)CC(=O)NCCCN3CCOCC3)c(C)o2)cc1	-1%	-3%	x	15	-13%	0%	x	-5%	-1%	4%	1%
COc1cc(CNCc2ccccc2)ccc1OCC(O)c1ccccc1 (configuration not stated)	-1%	-2%	-22%	9	3%	-2%	x	-5%	-31%	-1%	-1%
COCCNC(=O)C(c1cccs1)N(C(=O)Cn1nnc2ccccc21)c1ccccc1 (configuration not stated)	-2%	3%	-21%	-16	-6%	5%	-17%	x	3%[0.365 µM]	8%	0%
O=C(Nc1ccc(C(F)(F)F)cc1)C1CCN(S(=O)(=O)c2ccc(N3CCCC3=O)cc2)CC1	-4%	-36%[inhibitor]	u	-1	-14%	-34%[inhibitor]	0%	3.5µM*	-7%	-5%	0%
CCSc1nsc(NC(=O)Nc2cccc(C(C)=O)c2)n1	19µM*	u	u	-24	u	u	4%	u	4%	x	-5%
CCN(CC)c1ccc(/C=N/NC(=O)c2cccc(S(=O)(=O)Nc3ccccc3OC)c2)c(O)c1	-16%	-11%	u	12	-80%	-31%[inhibitor]	4%	4.5µM*	2.5µM*	14%	16%
COc1ccc(C(=O)N[C@H](C(=O)OCc2nc3ccsc3c(=O)[nH]2)C(C)C)cc1	3%	-2%	x	31[activator]	3%	-3%	x	x	x	13%	2%
CN(C)c1nc(N)nc(CSc2ncc(Cl)cc2Cl)n1	u	-1%	0%	-3	25%	0%	-4%	-29%	13µM*	13%	u
NC(=O)C1CCN(c2ncccc2[N+](=O)[O-])CC1	-5%	-3%	-15%	u	-4%	-3%	0%	-5%	-5%	0%	1%

Continued:
SMILES	FLuc counter	NPC1 prom act	Menin MLL FP TR	Giardia killer	BRCA1 expr act	Rab9 promoter act	PKM2 act	Gal4-VP16 FLuc	RORgamma inh	p53 reactivation	ELG1 genotoxic
O=C(Cn1c(=S)[nH]c2ccccc2c1=O)N1CCc2ccccc2C1	0%	-1%	-4%	26	-59%	-3%	u	9%	-15%	7%	-6%
O=C(NCc1ccc(Cl)cc1)c1ccc(N2CCCC2=O)cc1	0%	2%	0%	8	54%	0%	3%	1%	14%	15%	8%
Cc1cccc(C)c1N(CC(=O)NCc1ccccc1)C(=O)c1csnn1	0%	1%	7%	-4	-14%	6%	1%	-8%	-16%	2%	0%
COc1cc(C)c(Cl)cc1S(=O)(=O)NC1CC(C)(C)NC(C)(C)C1	-1%	-2%	-7%	x	x	-1%	-1%	4%	10%	3%	-1%
Cn1c(=O)c2c(nc(CN3CCN(C(=O)c4ccco4)CC3)n2Cc2ccc(Cl)cc2)n(C)c1=O	2%	0%	-6%	-9	-1%[1.84 µM]	-1%	5%	-5%	u	-23%	1%
Cc1ccc(S(=O)(=O)Nc2ccc(NC(=O)/C=C/C(=O)O)cc2)cc1	-2%	-3%	7%	-9	2%	-6%	3%	-13%	2%	-1%	-1%
Cc1nnc(N(C)C(=O)Cc2ccc3c(c2)OCO3)s1	1%	-4%	1%	-4	0%	-2%	11%	-6%	13%	14%	4%
O=C1CCCN1c1cc(Cl)cc(Cl)c1	5%	-2%	8%	5	2%	1%	x	0%	25%	-1%	-2%
O=C(Oc1ccc(C(=S)N2CCOCC2)cc1)c1ccc(F)cc1	u	1%	u	-3	12%	2%	0%	-4%	17%	-21%	10%
C/C(CC(=O)Nc1ccc(Cl)cc1Cl)=N\NC(=O)c1cnccn1	-10%	-3%	x	37[activator]	-4%	2%	3%	0%	-18%	5%	2%
COc1ccc(OC(C)C(=O)Nc2cccc([N+](=O)[O-])c2)cc1 (configuration not stated)	0%	-1%	4%	-13	-8%	-10%	-20%	3%	u	-10%	0%
NS(=O)(=O)c1ccc(NC(=S)N2CCN(Cc3ccc(Cl)c(Cl)c3)CC2)cc1	4%	-9%	u	2	-18%	-13%	7%	u	u	2%	-8%
CCCCCCCN1CCC(=O)N([C@H](CO)CC(C)C)CC1	-1%	-4%	-3%	-3	9%	2%	-1%	3%	-8%	x	3%
COc1cc(OC)cc(-c2nnc(SCC(=O)NCc3cccs3)o2)c1	1%	0%	-9%	18	6%	-4%	0%	-6%	-14%	-14%	0%
CCN1CCN(c2ccc(S(=O)(=O)N3CCCCC3)cc2NC(=O)c2ccc(F)cc2)CC1	3%	-1%	-5%	-6	-18%	0%	0%	2%	-6%	5%	-1%
COCCn1c(C)cc(C(=O)COc2ccc(N(C)S(=O)(=O)c3ccc(C)cc3)cc2)c1C	u	-3%	x	-16	-15%	0%	x	x	x	36%	-6%
Cc1ccc2c(c1)N=C(c1ccccc1)CC(C(Cl)Cl)=N2	8.5µM*	u	x	5	-41%	3.2µM*	-30%	u	11µM*	7%	u
COC(=O)C1(C)NC(=O)c2ccccc2N1 (configuration not stated)	1%	0%	-9%	-21	0%	1%	-1%	-6%	20%	1%	-11%
O=C(c1n[nH]c(=O)c2ccccc12)N1CCN(Cc2ccc3c(c2)OCO3)CC1	-2%	-4%	x	-14	-11%	1%	0%	0%	-17%	0%	-8%

High-throughput results from PubChem.

These rows are one share of the data. The share of hits here may be higher or lower than overall.
